GPR151 activ: human GPR151 activation; actives 1% (n = 650,000); activation, % at 11.2 µM; PathHunter beta-arrestin GPR151 cells, luminescence; AID 1508602; Q8TDV0; in the data active = activation above about 4.9%;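 also: 0% = median of compound wells and 100% = cells with positive control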
TEAD-YAP block: TEAD-YAP interaction inhibition; inhibition, % at 9.12 µM; actives 1.4% (n = 640,000); HEK-TIYL cells, TEAD-Gal4/YAP UAS-luciferase luminescence; AID 1259422; in the data active = inhibition above about 32%;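 also: 0% = median of test compound wells and 100% = reference inhibitor wells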
MITF primary: human MITF inhibition, primary screen; AID 1259374; AlphaScreen MITF homodimerization, bead proximity signal; actives 0.91% (n = 650,000); inhibition, % at 2.6 µM; O75030; in the data active = inhibition above about 50%;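 also: 0% = vehicle wells with protein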
Target sequence (O75030 whole entry, looked up): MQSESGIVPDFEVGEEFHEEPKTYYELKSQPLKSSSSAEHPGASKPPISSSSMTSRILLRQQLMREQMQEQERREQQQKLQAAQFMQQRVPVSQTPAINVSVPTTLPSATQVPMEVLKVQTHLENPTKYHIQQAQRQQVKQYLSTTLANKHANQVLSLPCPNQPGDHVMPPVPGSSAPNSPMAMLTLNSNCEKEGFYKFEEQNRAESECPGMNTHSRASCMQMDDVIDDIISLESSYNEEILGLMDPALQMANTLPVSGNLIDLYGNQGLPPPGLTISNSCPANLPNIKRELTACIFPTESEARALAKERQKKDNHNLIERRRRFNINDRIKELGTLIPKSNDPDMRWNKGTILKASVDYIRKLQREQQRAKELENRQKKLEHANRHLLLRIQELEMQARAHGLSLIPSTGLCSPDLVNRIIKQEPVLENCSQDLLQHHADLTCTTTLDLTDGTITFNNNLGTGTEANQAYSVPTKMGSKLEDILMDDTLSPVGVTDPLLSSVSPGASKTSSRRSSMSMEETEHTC
FBW7 activator: activators of human E3 ligase FBW7 | normalized activity (activation), % at 26.1 µM | AID 1259310 | AlphaScreen FBW7–phospho-cyclin E peptide binding, activator screen | Q969H0 | actives 0.13% (n = 650,000); in the data active = normalized activity above about 1.9%;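 also: purified mutant Fbw7 with reduced substrate affinity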
* = called active by the depositor.

SMILES	GPR151 activ	TEAD-YAP block	MITF primary	FBW7 activator
Cc1cccc(OCCNc2ccc([N+](=O)[O-])cn2)c1	1.3	5	-4	0.1
CC(C)n1cnc2c(NCCOc3ccccc3)nc(-c3ccc(C(N)=O)cc3)nc21	-1.5	9	12	0.2
CC(C)C(Br)C(=O)Nc1cccc(C(F)(F)F)c1 (centres undefined)	0.7	-1	-6	0.0
CCOc1cc(C(=O)OCc2ccc(-c3ccc([N+](=O)[O-])cc3C)o2)cc(OCC)c1OCC	-1.7	3	9	0.0
COc1cc2ccccc2cc1C(=O)Nc1ccc2oc(-c3ccccc3C)nc2c1	-0.4	-3	-12	0.1
CCCNC(=O)c1ccc2nc(-c3ccc4[nH]ccc4c3)sc2c1	2.6	2	-6	0.0
CC(=O)c1cccc(NC2=CC(=O)CC(C)(C)C2)c1	0.3	5	-1	0.0
COC(=O)C1=C(C)N=c2s/c(=C/c3cccs3)c(=O)n2C1c1ccc(OC(C)=O)cc1 (centres undefined)	-0.7	-6	19	1.6
Cc1ncc(CO)c2cc(C(N)=O)c(=Nc3ccc(C(N)=O)cc3)oc12	0.9	3	6	0.2
COc1ccccc1N1CCN(C(=O)CSc2nc3ccccc3c(=O)n2-c2ccc3c(c2)OCO3)CC1	-0.5	5	-11	-0.2
O=C(COC(=O)c1ccc(Br)o1)NC(=O)NCc1ccccc1	-0.4	-4	0	0.2
O=C(N/N=C/c1ccncc1)c1ccc(Cl)cc1O	-0.4	-40	-11	0.1
O=C(CSc1ccc2nnc(-c3cccs3)n2n1)N1CCCCCC1	0.0	4	-12	-0.1
O=C(CSc1ncn[nH]1)Nc1nc(-c2ccccc2)ns1	-3.3	-28	0	-0.2
CC1(C)CC(=O)C2=C(C1)N(c1ccc(Br)cc1F)C(N)=C(C#N)C2c1ccc2c(c1)OCO2 (centres undefined)	1.1	5	-2	0.1
CCCSc1nnc2c(n1)OC(c1cccnc1)Nc1ccccc1-2 (centres undefined)	-0.7	-51	6	-0.1
Cc1cccc(NC(=O)C(=S)NC2CCCC2)c1C	8.2*	-26	-12	0.2
Cc1c(N2C(=O)c3ccc4c5c(ccc(c35)C2=O)CC4)c(=O)n(-c2ccccc2)n1C	0.1	12	23	0.0
CC(C)n1cnc2c(NCc3nc4ccccc4[nH]3)nc(Nc3nccc4ccccc34)nc21	0.1	43*	4	0.6
Cc1ccc(OCC(=O)NNC(=O)COc2ccccc2)cc1	0.6	1	15	0.1
Cc1cc(NC(=O)c2cccs2)ncc1NC(=O)C1CC1	-5.6	-1	-15	0.1
COC(=O)C1=CN(Cc2ccc(Cl)cc2)C=C(C(=O)OC)C1c1ccc(Cl)c(Cl)c1	1.3	-1	29	0.4
CCn1ncc(C2=NOC(C(=O)Nc3cnn(C45CC6CC(CC(C6)C4)C5)c3)C2)c1C (centres undefined)	0.8	18	7	0.1
Cc1occc1C(=O)NC(c1ccccc1)c1ccccc1	-1.8	3	20	-0.2
COc1ccc(-c2cc(C(F)(F)F)n3nc(C(=O)Nc4ccccc4C)cc3n2)cc1OC	-0.4	-3	-1	0.2
O=C1NC(=S)N/C1=C/c1cc([N+](=O)[O-])ccc1N1CCOCC1	0.4	-6	3	-0.1
CC(C)c1ccc(CN2CCC(N3CCC(C(=O)N4CCCC4)CC3)CC2)cc1	-1.0	17	7	-0.1
O=C1C2CCCCC2C(=O)N1c1ccc2[nH]c(=S)sc2c1 (centres undefined)	1.1	-4	5	-0.2
O=S(=O)(Nc1ccc(Br)cc1)c1ccc(F)c(Cl)c1	0.4	-6	-3	-0.2
COc1ccccc1C(=O)N/C(=C\c1ccc(Br)cc1)C(=O)NCCCO	0.6	10	10	0.1
CCOC(=O)N1CCN(Cc2ccc3c(c2)CN(C(=O)Cn2ccc(C)n2)CCO3)CC1	0.0	5	12	-0.1
Cc1nc(NC(=O)c2ccc([N+](=O)[O-])o2)ccc1Br	-0.9	-8	0	0.1
CCc1ccc(CN(C)C(=O)CC2C(=O)NCCN2C)cc1 (centres undefined)	1.3	5	7	0.2
CCOC(=O)C1=C(C)N=c2s/c(=C\c3c[nH]c4ccccc34)c(=O)n2C1c1ccc(OC)cc1 (centres undefined)	1.9	0	10	0.1
C=C(C)CSc1nc2sc3c(c2c(=O)n1-c1ccc(OC)cc1)CCCC3	0.8	-4	14	0.1
CC(=O)c1cccc(NC(=O)N2CCCC2C(=O)NCC2CCCO2)c1 (centres undefined)	-0.7	-6	2	-0.1
S=C(N/N=C/c1cccnc1)NC1CCCCC1	0.3	-1	-1	-0.2
Cc1oc2ccc(O)cc2c1C(=O)c1ccccc1	-0.4	-50	6	0.2
CC1C(c2ccc(N(C)C)cc2)NC(c2ccc(N(C)C)cc2)C(C)C1(C)O (centres undefined)	-0.3	11	-7	-0.1
C=CCOC(=O)C1=C(C)N=C2SCCC(=O)N2C1c1ccc(OC(=O)c2ccco2)cc1 (centres undefined)	0.1	-6	-9	0.3
CSc1ccccc1C(=O)NC(C)(C)C	-1.6	-2	15	1.6
COc1ccc(CCNC(=O)CCc2nnc(Cc3ccc4c(c3)OCO4)o2)c(OC)c1	0.3	-6	10	0.0
CN(C(=O)c1ccc(OC2CCN(Cc3ccccn3)CC2)cc1)C1CCOCC1	-1.6	3	13	0.3
COCCCNC(=O)c1cn(CC(C)C)c(=O)c2c1c1ccccc1n2C	-0.9	6	2	0.0
CCCC1N=C(c2ccc(CC)cc2)CC(c2cc(Br)ccc2O)N1 (centres undefined)	-0.3	7	-6	-0.1
CCCC(C)c1nnc(NC(=O)Cn2cnc3c2c(=O)n(C)c(=O)n3C)s1 (centres undefined)	-1.2	2	5	-0.1
Cc1cccc(C(=O)Nc2sc3c(c2C(=O)Nc2ccccc2Cl)CCCC3)c1	0.8	-6	12	0.0
CCCCOc1ccc(C(=O)N/C(=C\c2cccc([N+](=O)[O-])c2)C(=O)NCCc2c(C)[nH]c3ccccc23)cc1	0.3	-5	8	0.0
Cc1nc2c(C#N)c(C)[nH]n2c(=O)c1Cc1ccccc1	0.5	3	1	0.0
COC(=O)C1=C(C)NC2=C(C(=O)CCC2)C1c1cc(F)ccc1F (centres undefined)	-0.1	1	13	1.1
(further entries)
SMILES	GPR151 activ	TEAD-YAP block	MITF primary	FBW7 activator
COc1ccc(C(=O)NNC2CC(=O)N(c3ccccc3C)C2=O)cc1OC (centres undefined)	0.5	5	7	0.0
COc1ccc2c(c1)cc(C)c1nn(CC(=O)N(C)C3CCCCC3)c(=O)n12	-0.1	-7	-1	-0.1
CCOCCCNC(=O)/C(C#N)=C/c1c(Oc2cccc(C)c2C)nc2ccccn2c1=O	-6.5	4	3	0.8
CCOc1ccc2cc(C#N)c(SCC(=O)N3CCC(C)CC3)nc2c1	1.0	4	3	0.1
O=c1c(Cc2ccccc2O)c(O)nc2n1CCCS2	1.5	1	4	-0.2
CC(=O)OC(C)CS(=O)(=O)c1ccccc1 (centres undefined)	1.8	-8	-8	0.7
Cc1nn2c(C(F)(F)F)cc(-c3ccc(Cl)cc3)nc2c1C(=O)Nc1cccc(C(F)(F)F)c1	0.8	-2	0	0.1
CN(CCCn1c(=S)[nH]c2cc3c(cc2c1=O)OCO3)Cc1ccccc1	-0.4	6	15	-0.1
Cc1cccc(N2C(=O)CC(NC3CCCC3)C2=O)c1 (centres undefined)	-0.9	-3	-3	0.9
CC1SC(C)C(=O)N(CC(=O)NCc2ccccc2)C1=O (centres undefined)	0.0	-1	10	-0.1
O=C(CSc1nnc2ccc(-c3ccncc3)nn12)N1CCCc2ccccc21	-0.5	1	-2	0.0
COc1ccccc1N1CCN(C(=O)c2ccc(N3CC4CC(C3)c3cccc(=O)n3C4)c(NC(=O)c3ccc(C(C)(C)C)cc3)c2)CC1 (centres undefined)	0.3	4	-5	0.2
Cc1ccc(Cl)cc1NC(=O)CSC1=C(C#N)C(c2ccco2)C2=C(CCCC2=O)N1 (centres undefined)	-0.3	14	-5	0.0
O=C(CN1C(=O)C2(OCCO2)c2cc(Br)ccc21)c1ccccc1C(F)(F)F	0.6	3	9	0.1
O=C1C2C3c4ccccc4C(c4ccccc43)C2C(=O)N1c1ccc(Cl)cc1[N+](=O)[O-] (centres undefined)	0.8	9	16	-0.7
Cn1cnnc1SCC(=O)Nc1ccc(Cl)c([N+](=O)[O-])c1	-1.8	9	-9	-0.1
Cc1ccc(NC(=O)Cn2cnc3sc(C(=O)N4CCN(c5ccc([N+](=O)[O-])cc5)CC4)c(C)c3c2=O)cc1Cl	-0.2	4	11	0.0
CN(C)c1ccc(/C=N/NC(=O)c2ccc(Br)o2)cc1	-2.4	-47	-11	-0.2
Cc1ccc(NC(=O)CSc2nnc(N3C(=O)c4ccccc4C3=O)s2)c(C)c1	-0.9	18	6	0.1
CC(=O)Nc1cc(CNCC(C)Cc2ccc3c(c2)OCO3)cc(C(=O)N2CCCC2)c1 (centres undefined)	1.2	4	-25	0.0
COCCn1nnnc1C(c1ccc(C)cc1)N1CCN(C)CC1 (centres undefined)	-0.3	5	6	0.2
Cc1cc(Cl)ccc1OCC(=O)Nc1ccc(NC(=O)c2ccco2)cc1	-1.5	-6	-15	-0.1
CCN(CC)S(=O)(=O)c1ccc(NN=C2CCN(C(C)C)CC2)c([N+](=O)[O-])c1	-1.5	4	13	-0.1
CCOC(=O)N1CCN(C(=O)c2ccc3c(=O)n(CCc4ccccc4)c(=S)[nH]c3c2)CC1	0.2	0	-9	-0.2
CCOC(=O)CNC(=O)C1c2ccccc2C(=O)N(Cc2ccc(F)cc2)C1c1ccc(OC)cc1 (centres undefined)	-0.5	-5	-3	-0.1
CCN1C(=O)c2cccc3c(NC(=O)c4cccc(N5C(=O)CCC5=O)c4)ccc1c23	-2.3	17	15	0.1
CCCNC(=O)c1c(C)[nH]c(C(=O)OCC)c1C	0.4	2	-8	0.1
CC1CCC(NS(=O)(=O)c2ccc3c(c2)NC(=O)CC(=O)N3)CC1 (centres undefined)	2.1	2	12	0.1
CC(C)CN(CC(C)C)S(=O)(=O)Cc1ccccc1	0.2	-3	-6	0.0
O=C(CC(c1ccccc1)c1cc(Br)ccc1O)NCc1cccnc1 (centres undefined)	-0.9	4	-5	-0.4
NC(=O)COC(=O)CN1C(=O)C2CCCCC2C1=O (centres undefined)	0.0	-6	-7	-0.1
FC(F)(F)c1cc(Br)c2nc(-c3ccc(Cl)cc3)c(-c3ccc(Cl)cc3)nc2c1	1.7	15	-5	0.3
CC1CCN(c2nc3c(c(=O)n(Cc4ccc(Br)cc4)c(=O)n3C)n2C)CC1	2.1	4	3	-0.2
COc1cc(C2C(C#N)=C(N)Oc3n[nH]c(-c4cccc([N+](=O)[O-])c4)c32)cc(OC)c1OC (centres undefined)	-1.5	-5	-2	0.0
COc1cc(C2C3=C(CC(C)(C)CC3=O)OC3=C2C(=O)CC(C)(C)C3)ccc1OCc1c(F)cccc1Cl	-0.3	8	5	-0.2
CN1CCN(c2ccc(-c3nc(NCCc4ccc(O)cc4)c4ncn(-c5ccsc5)c4n3)cc2)CC1	1.8	2	-4	-0.1
COc1ccc(-c2nc(Nc3ccc(N4CCOCC4)cc3)nc(OC)n2)cc1	2.7	-1	-10	-0.1

Screening results from PubChem.
